# P. falciparum M1AAP: P. falciparum M1AAP inhibitors, biochemical, fluorogenic H-Leu-NHMec substrate, 1536-well (AID 1445); hit rate 0.42% among 220,000; inhibition, % at 30 µM; hits with a dose series show IC50 in µM; Aminopeptidase N (Plasmodium falciparum (isolate 3D7)); recombinant M1AAP, H-Leu-NHMec fluorogenic kinetic assay; higher % means a stronger effect;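 active means primary inhibition above the hit cutoff, then over 50% inhibition at one or more dose response concentrations, cut at about 23% in these data, passing the limit was not always enough; inconclusive means conflicting primary data, or primary hits not chosen for dose response; inactive means low primary inhibition, or under 50% at every dose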;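 further: plate controls were DMSO full reaction for no effect and no enzyme background for full effect; strong numbers were not always called active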
# AID2073: inhibitors of Mint1-CaV2.2 protein interaction, biochemical, HTRF (AID 2073) | Voltage-dependent N-type calcium channel subunit alpha-1B (Homo sapiens) | HTRF protein-protein interaction, Mint1-CaV2.2; higher % means a stronger effect | one-dose inhibition, % at 20 µM; IC50 in µM for titrated hits | hit rate 0.19% among 290,000; in the data active means inhibition mostly above about 51%, no sharp cut-off; inconclusive means no clear call, values can overlap the other calls; inactive means mostly below about 53%; further: some results filed as inactive read as strong as hits
# KOR beta-arrestin-1: KOR agonists, beta-arrestin recruitment, primary screen, cell-based, luminescence, uHTS (AID 1777); KOR beta-arrestin recruitment, luminescence; higher % means a stronger effect; one-dose activation, % at 10 µM; EC50 in µM for titrated hits; hit rate 0.02% among 280,000; in the data active means activation above about 50%, passing the limit was not always enough; further: a part of the inactive calls stands beside numbers as strong as those of hits
# Dynein transport: inhibitors of GR-EGFP nuclear translocation, primary screen, dynein cargo transport inhibitor project, imaging, high-content, 3617.4 mouse cells | z-score, hits read low | AID 1381, 2008 | test concentration mostly 20 µM; stimulated with dexamethasone, 1 µM; active compounds read low | hit rate 0.47% among 220,000;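 active means plate z-score of nuclear minus cytoplasmic receptor signal below a set negative limit, without overly bright fluorescence or cell loss, cut at about -3.5 in these data, passing the limit was not always enough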;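 further: z-score of nuclear minus cytoplasmic ring GR-EGFP intensity difference per well; some compounds called inactive have numbers as strong as hits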
#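 Schedule: 48 h induction, then 1 h compound, then 30 min agonist, 37 °C. Buffer or medium: tetracycline-free induction medium containing charcoal-stripped FBS. Reagent: 1.0 µM final dexamethasone stimulus. Evaluation: nuclear versus cytoplasmic GR-EGFP signal, averaged per well. Signal: high-content fluorescence imaging after fixation.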
# NOD1 inhibition: NOD1 signaling inhibitors, primary screen, cell-based, luminescence, uHTS (AID 1578); NOD1-driven NF-kB luciferase reporter cells, luminescence; higher % means a stronger effect; inhibition, % at 4 µM, or EC50 in µM where a hit was titrated; hit rate 1% among 290,000; in the data active means inhibition mostly above about 36%, no sharp cut-off; inactive means mostly below about 34%;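 further: HEK-293T reporter cells stimulated with the NOD1 agonist gamma-tri-DAP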
# KOR beta-arrestin-2: KOR antagonists, beta-arrestin recruitment, cell-based, luminescence, uHTS (AID 1778); hit rate 0.091% among 290,000; inhibition, % at 10 µM; hits with a dose series show IC50 in µM; KOR beta-arrestin recruitment, luminescence, antagonist mode; higher % means a stronger effect; further: strong numbers were not always called active
# P. falciparum M17LAP: P. falciparum M17LAP inhibitors, primary screen, biochemical, fluorogenic H-Leu-NHMec substrate, 1536-well (AID 1619); Leucine aminopeptidase (Plasmodium falciparum (isolate 3D7)); recombinant M17LAP, H-Leu-NHMec fluorogenic kinetic assay; higher % means a stronger effect; one-dose inhibition, % at 30 µM; IC50 in µM for titrated hits; hit rate 0.38% among 220,000;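 active means compound inhibiting the enzyme by more than half at any dose during confirmatory dose-response retesting; inconclusive means strong single-dose inhibitors picked by rank but not retested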;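 further: plate controls were full reaction with DMSO carrier for no effect and no enzyme background for full effect; strong numbers were not always called active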
# GPR55 activation: GPR55 agonists via beta-arrestin recruitment, primary screen, imaging, U2OS cells, beta-arrestin-GFP redistribution (AID 1961) | G-protein coupled receptor 55 (Homo sapiens) | U2OS GPR55 beta-arrestin-GFP redistribution imaging; higher % means a stronger effect | activation, % at 10 µM; hits with a dose series show EC50 in µM | hit rate 0.048% among 290,000;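 active means activation above 40% with more than 50 cells counted in the well; inconclusive means wells holding fewer than 50 cells, flagged as toxic or sparse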;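 further: U2OS osteosarcoma cells stably expressing GPR55 and beta-arrestin-GFP; plate controls were DMSO negative control for no effect and LPI positive control for full effect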
# NOD2 inhibition: NOD2 signaling inhibitors, cell-based, luminescence, uHTS, HEK293 (AID 1566) | inhibition, % at 4 µM; hits with a dose series show EC50 in µM | hit rate 0.63% among 290,000 | HEK293 NOD2/NF-kB luciferase reporter, luminescence; higher % means a stronger effect; further: many of its hits are not listed in these tables
# Dynein transport cytoplasmic EGFP: second read-out of Dynein transport, no call of its own (marks repeat the call); z-score; measured here: cytoplasmic GR-EGFP intensity; active compounds read high
# Dynein transport nuclear GR-EGFP: also measured in Dynein transport; calls as there; z-score; measured here: nuclear GR-EGFP intensity;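 lower value marks the stronger effect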
# Dynein transport cell count: also measured in Dynein transport; calls as there; z-score; measured here: cell count per field
# * hit, by the source's call; ? = inconclusive; nt = not tested or not shown; [ ] = dose if it differs, or a comment. Unless noted, no stated cut-off is given here; in the data, active means inhibition above about 50%; inactive means the rest. Only part of the results is shown; the hit share may differ from the screen's.
SMILES,P. falciparum M1AAP,AID2073,KOR beta-arrestin-1,Dynein transport,Dynein transport cytoplasmic EGFP,Dynein transport nuclear GR-EGFP,Dynein transport cell count,NOD1 inhibition,KOR beta-arrestin-2,P. falciparum M17LAP,GPR55 activation,NOD2 inhibition
O=C(Nc1ccc(OCC(=O)N2CCOCC2)cc1)Nc1cccc(Cl)c1,5.2%,-1.5%,nt,-0.16,-0.209,0.225,1.05,-28.0%,12.9%[20 µM],13.4%,-0.1%,-1.7%
CCc1ccc(OCC(=O)OC(C)C(=O)NC2CC2)cc1 (centres undefined),nt,0.7%,-3.6%,nt,nt,nt,nt,-27.1%,5.3%,nt,0.3%,7.6%
Cc1nnsc1C(=O)N1CCC(CO)(Cc2ccccc2Cl)CC1,2.3%,6.3%,-1.9%,-0.512,-0.259,-0.226,0.29,9.2%,-34.3%,-9.0%,-0.2%,15.4%
Cc1ccc(C(C)C)c(OCCSc2nc3ccccc3n2CC(=O)O)c1,nt,0.5%,0.8%,nt,nt,nt,nt,-15.9%,13.5%,nt,0.8%,-0.5%
CN(C)/C=C1/Oc2c(ccc3ccccc23)C1=O,15.7%,-2.6%,-4.3%,-1.26,-0.377,-0.284,0.323,-4.4%,7.5%,28.1%,-0.3%,11.2%
Oc1ccccc1/C=N/n1c(COc2ccccc2)n[nH]c1=S,nt,-14.0%,-4.7%,nt,nt,nt,nt,6.8%,-20.8%,nt,-0.1%,25.0%
O=C(NNC(=O)C1CC1c1ccccc1)c1ccccc1[N+](=O)[O-] (centres undefined),6.2%,-15.4%,10.0%,-0.698,0.0498,0.529,-0.203,7.3%,-1.9%,20.1%,0.3%,6.2%
COc1nc(-c2ccccc2)ccc1-c1noc(-c2ccc(F)cc2)n1,nt,0.0%,2.0%,nt,nt,nt,nt,-49.6%,17.4%,nt,-0.1%,-2.4%
CSc1cccc(NC(=O)CCc2ccccc2)c1,2.0%,-0.9%,-3.1%,-0.802,-0.0793,0.199,0.812,-14.0%,7.0%,-3.2%,2.7%,-0.8%
COc1cccc(OC)c1C(=O)NNC(=O)c1cccnc1,13.6%,6.2%,4.3%,0.0809,-0.23,0.0248,0.452,-1.1%,0.1%,23.1%,0.3%,3.4%
O=C(COc1ccc2c3c(c(=O)oc2c1)CCCC3)NC(Cc1ccc(Cl)cc1)C(=O)O (centres undefined),nt,10.4%,0.9%,nt,nt,nt,nt,-19.5%,-29.5%[20 µM],nt,-0.1%,6.9%
CCc1ccccc1N(CC)C(=O)C1CCN(c2ncnc3c2nc2n3CCCCC2)CC1,nt,-2.5%,-1.3%,nt,nt,nt,nt,-36.2%,-30.8%,nt,0.3%,12.5%
O=C1CC(Nc2ccc3ccccc3c2)C(=O)N1Cc1ccccc1 (centres undefined),6.5%,-8.0%,0.4%,-0.203,-0.312,-0.0188,0.25,-53.4%,-13.5%,-14.8%,0.0%,-26.6%
CSc1cccc(NC(=O)c2cc(S(=O)(=O)N3CCCCC3)c[nH]2)c1,nt,25.0%,-4.0%,nt,nt,nt,nt,-14.2%,-7.5%[20 µM],nt,-0.1%,13.5%
CN(C)C(=O)CSc1nnc(Cc2ccccc2)n1CC1CCCO1 (centres undefined),3.4%,4.3%,-4.5%,0.356,-0.246,-0.191,0.954,-15.1%,9.3%,12.9%,-0.5%,12.0%
Cc1ccccc1-c1nc(CN2CCC(C(=O)NCCCN3CCCC(C)C3)CC2)c(C)o1 (centres undefined),nt,-0.4%,-2.4%,nt,nt,nt,nt,2.3%,-63.2%,nt,-0.2%,6.5%
CCC(C)(C)NC(=O)CN(Cc1ccc2c(c1)OCO2)C(=O)CCC(=O)Nc1nccs1,87.6µM*,-6.9%,-5.1%,-0.406,-0.345,-0.194,1.08,-39.6%,23.2%,20.5%,-0.2%,-5.6%
S=c1[nH]nc(C2CC2)n1Cc1ccco1,-0.6%,-6.8%,1.5%,-1.17,0.0227,-0.458,0.765,-26.9%,-30.9%,0.7%,0.0%,-1.8%
CCc1ccccc1NC(=O)/C(C#N)=C\c1ccc(Sc2ccccc2)o1,10.4%,-2.8%,2.2%,0.0674,-0.206,-0.365,0.245,11.2%,-1.2%,-12.0%,-0.1%,-5.4%
CC1CCN(C(=O)c2cc(-c3ccc(Cl)c(Cl)c3)on2)CC1,3.8%,6.3%,3.5%,0.879,-0.207,0.322,-0.0594,-1.9%,10.1%,1.0%,-0.5%,19.9%
Cc1ccc(/C(N)=N/OC(=O)Cc2ccccc2)cc1,1.5%,-0.1%,-2.0%,0.528,-0.269,-0.179,0.347,-49.0%,nt,-9.8%,-0.2%,-23.2%
c1ccc(CN(Cc2cccs2)C(c2cccs2)c2nnnn2C2CCCC2)cc1 (centres undefined),-7.4%,-5.1%,-0.6%,0.104,-0.102,0.374,1.06,12.7%,19.6%,-3.2%,-0.1%,1.0%
Cn1cccc2[nH]c(=O)nc1-2,0.9%,-0.3%,-1.1%,0.239,-0.294,-0.297,0.156,6.2%,-10.2%,-1.5%,0.2%,-3.2%
CC(C)Cn1c(=O)c2c(nc3n2CC(C)CN3Cc2ccccc2)n(C)c1=O (centres undefined),nt,-0.6%,-9.4%,nt,nt,nt,nt,-7.5%,-39.6%,nt,-0.1%,3.3%
CCCCCC(=O)Nc1ccc(N2CCN(C(=O)CCC)CC2)cc1,0.2%,0.1%,-2.0%,-0.63,-0.261,-0.268,1.18,-32.8%,16.6%,-4.9%,-0.2%,-3.8%
SMILES,P. falciparum M1AAP,AID2073,KOR beta-arrestin-1,Dynein transport,Dynein transport cytoplasmic EGFP,Dynein transport nuclear GR-EGFP,Dynein transport cell count,NOD1 inhibition,KOR beta-arrestin-2,P. falciparum M17LAP,GPR55 activation,NOD2 inhibition
Cc1cccc(-c2nc(Nc3cccc(O)c3)c3ccccc3n2)c1,nt,?,1.9%,nt,nt,nt,nt,-11.2%,-8.4%,nt,0.4%,-12.2%
C[C@H]1C[C@@H]2[C@H]([C@@H](O)C[C@@]3(C)[C@H]2CC[C@]3(O)C(=O)CO)[C@@]2(C)C=CC(=O)C=C12,-2.9%,6.0%,-0.1%,-0.68,-0.274,0.202,0.298,32.1%,-56.4%,5.5%,0.2%,11.5%
Cc1cccc(NC(=O)c2cc(S(=O)(=O)N3CCc4ccccc43)cn2C)c1,nt,4.7%,-0.2%,nt,nt,nt,nt,-12.7%,-62.7%[20 µM],nt,0.0%,23.8%
CC(C)(C)C1CCC(OC(=O)C[N+]2(C)CCCCC2)CC1 (centres undefined),4.8%,-19.0%,0.6%,-0.593,-0.259,-0.476,0.445,-11.8%,-25.3%,1.0%,-0.6%,6.5%
C=C(C)Cn1c(SCC(=O)O)nc2c1c(=O)[nH]c(=O)n2C,5.2%,-0.3%,-2.8%,-0.109,-0.229,0.0693,0.299,-33.0%,25.0%,21.7%,0.2%,1.9%
COc1ccc(CN2C(=O)c3ccccc3C2=O)cc1C(=O)OCC(=O)NC1CCCCC1,5.6%,1.0%,3.0%,-0.379,-0.213,-0.0136,0.35,1.9%,16.4%,7.9%,-0.3%,18.9%
COc1ccc(C(=O)NNC(=O)c2cc3cc([N+](=O)[O-])ccc3oc2=O)cc1OC,6.3%,10.6%,-6.8%,-0.0536,-0.272,-0.129,0.278,-14.3%,7.3%,16.7%,-0.4%,11.5%
COc1ccc(-n2c(Cc3cccn3C)nnc2SCC(=O)NCc2ccc(F)cc2)cc1,3.7%,-4.4%,21.5%,-0.7,-0.182,-0.0288,0.849,-17.2%,10.1%,0.8%,-0.1%,3.8%
Cn1cc(CNC(=O)C23CC4CC(CC(C4)C2)C3)cn1,-2.4%,7.5%,-5.0%,1.43,-0.211,1.38,-0.794,9.3%,5.6%,-9.9%,0.4%,3.6%
CC(Sc1nc(-c2ccccc2)cc(C(F)(F)F)n1)C(=O)N1CCOCC1 (centres undefined),1.2%,0.2%,-3.0%,-0.29,-0.27,-0.292,0.865,-7.7%,10.4%,16.1%,0.0%,8.2%
CCCNC(=O)c1ccc2c(c1)ncn2-c1ccccc1OC,2.0%,1.4%,-4.7%,-0.436,-0.215,0.0149,0.721,-36.1%,39.4%,-13.4%,-0.1%,-27.6%
CCc1cc2c(=O)c(-c3nc4ccccc4n3C)c(C)oc2cc1OC(C)=O,nt,3.0%,-1.5%,nt,nt,nt,nt,-4.2%,7.3%[20 µM],nt,0.3%,3.5%
COc1cc(C(=O)N/N=C/c2ccc(OC(=O)c3cccc(C)c3)c(OC)c2)ccc1O,nt,18.1%,-3.1%,nt,nt,nt,nt,-11.0%,-5.2%,nt,0.6%,23.3%
O=C(Nc1ccccc1N1CCOCC1)c1ccc([N+](=O)[O-])cc1,1.3%,2.4%,3.6%,-0.229,-0.222,-0.26,0.795,8.5%,6.9%,8.3%,-0.1%,18.3%
CN(C)c1ccc(-c2nn3c(-c4ccccc4Cl)nnc3s2)cc1,-2.9%,1.5%,3.2%,0.102,-0.278,0.41,-0.828,-28.0%,-88.4%,-6.6%,0.2%,-23.6%
Cc1ccccc1NC(=O)c1ccno1,nt,12.5%,-5.8%,nt,nt,nt,nt,-6.2%,7.3%,nt,0.0%,-1.0%
Cn1c(SCC(=O)N/N=C/c2ccc([N+](=O)[O-])s2)nnc1-c1ccc(Cl)cc1,11.4%,6.1%,1.6%,-1.34,0.629,-0.885,0.899,-3.8%,-21.2%,2.7%,0.0%,15.7%
COc1ccc(-c2cc(=O)oc3cc(OCC(=O)N(C)C4CCS(=O)(=O)C4)ccc23)cc1 (centres undefined),nt,14.7%,-0.3%,nt,nt,nt,nt,-6.2%,-21.4%,nt,-0.1%,13.8%
Cc1cccc(N2C(=O)CC(Sc3nc(C)cc(C)n3)C2=O)c1 (centres undefined),17.7%,-0.1%,-0.9%,0.88,-0.246,0.732,1.07,-17.0%,-72.1%,5.2%,-0.2%,0.0%

# Assay outcomes deposited in PubChem by several laboratories.
